PI4K2A block: blocks human PI4K2A kinase activity. Q9BTU6. purified PI4K2A, ADP-Glo luminescence, 1 h; active compounds read low. activity change, negative = inhibition, % at 76.9 µM. 420,000 tested, 0.13% active. AID 1346378; in the data active means activity change below about -50%; inconclusive means mostly about -30% to -49%;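 further: -100% = wells without enzyme as full effect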
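In this quantitative HTS, ADP production by PI4K2A was quantified luminescently after 1 h at ambient temperature; 100 microM adenosine served as plate-quality control.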
JMJD2A Tudor inh: inhibitors of human JMJD2A Tudor domain. AlphaScreen JMJD2A-Tudor / H3K4me3 peptide binding. O75164. Potency, µM (highest dose often 114 µM), without a hit: at the highest dose activity change, negative = inhibition, most hits filed as inhibitors. 390,000 tested, 4.4% active; further: potency means the concentration at half of the fitted maximal effect; on the % scale 0 is the no-effect control and ±100 the full control effect; nearly all actives have a fitted effect of over 50% in size
Pin1 inhibitor: inhibitors of human Pin1. Q13526. Pin1 FP peptide displacement, HiFluor488, 10 min. Potency, µM (titrated, usually from 115 µM), inactives show top-dose activity, negative = inhibition, most hits filed as inhibitors. 390,000 tested, 0.009% active. AID 504891; active means well fitted inhibition curve with a large enough effect in the polarisation, with a control signal flat, not every such curve was filed as active; inconclusive means small, poorly fitted or top-dose-only effect, or effect the other way, or a change in a side signal; inactive means no such curve, though single readings can be large or run the other way; the % refers to the polarisation; further: potency means the concentration at half of the fitted maximal effect; on the % scale 0 is the no-effect control and ±100 the full control effect
Target sequence (Q13526 whole entry, looked up): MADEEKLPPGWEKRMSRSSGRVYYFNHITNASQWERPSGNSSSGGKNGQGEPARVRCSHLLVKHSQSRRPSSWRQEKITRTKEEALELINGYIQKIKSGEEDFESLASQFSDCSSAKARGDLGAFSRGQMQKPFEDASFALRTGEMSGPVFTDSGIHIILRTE
Tb PGK inh: blocks T. brucei phosphoglycerate kinase | P07378 | PGK/GAPDH coupled, Kinase-Glo luminescence, 60 min | Potency, µM (doses to about 57.5 µM), without a hit: top-dose activity change, negative = inhibition, actives largely listed as inhibitors | 380,000 tested, 0.043% active; further: potency means the concentration at half of the fitted maximal effect; on the % scale 0 is the no-effect control and ±100 the full control effect; nearly all actives have a fitted effect of over 60% in size
Target sequence (P07378 whole entry, looked up): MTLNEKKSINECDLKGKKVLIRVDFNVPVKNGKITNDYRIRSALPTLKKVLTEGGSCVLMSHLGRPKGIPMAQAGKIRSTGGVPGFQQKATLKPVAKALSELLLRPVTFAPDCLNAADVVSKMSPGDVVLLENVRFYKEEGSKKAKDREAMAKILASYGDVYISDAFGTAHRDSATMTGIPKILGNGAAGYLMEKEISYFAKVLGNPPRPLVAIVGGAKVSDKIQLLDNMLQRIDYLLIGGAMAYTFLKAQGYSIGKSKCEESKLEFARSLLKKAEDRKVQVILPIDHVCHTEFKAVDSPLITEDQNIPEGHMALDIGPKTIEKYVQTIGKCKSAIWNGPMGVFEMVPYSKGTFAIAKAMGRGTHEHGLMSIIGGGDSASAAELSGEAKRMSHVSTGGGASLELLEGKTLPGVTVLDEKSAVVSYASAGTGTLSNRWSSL
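Luminescent ATP detection (Kinase-Glo Plus) follows a 60-minute room-temperature incubation, with wells lacking PGK as controls. Buffer: 100 mM TEA (pH 7.6), 5 mM MgCl2, 0.01% Tween-20. Coupling enzyme GAPDH (100 nM final) supplies unstable 1,3-BPG in-well.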
GLS inhibitor: blocks human kidney-isoform glutaminase activity. O94925. GLS enzymatic activity, qHTS titration. Potency, µM (top dose mostly 45.5 µM), without a hit: top-dose activity change, negative = inhibition, actives largely listed as inhibitors. 410,000 tested, 0.21% active. AID 624170; further: potency means the concentration at half of the fitted maximal effect; on the % scale 0 is the no-effect control and ±100 the full control effect
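Assay buffer: 45 mM KH2PO4 pH 8.2, 0.02% Tween-20. hKGA acts on L-glutamine (1 mM solution added); product glutamate is reported by an oxidase/peroxidase Amplex Red coupling, with fluorescence taken at baseline and 30 min.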
BAZ2B block: blocks human BAZ2B; AlphaScreen BAZ2B-H3K14Ac peptide displacement; Potency, µM (titrated, usually from 114 µM), for the others: at the highest dose activity change, negative = inhibition, usual class: inhibitors; 360,000 tested, 4.4% active; further: potency means the concentration at half of the fitted maximal effect; on the % scale 0 is the no-effect control and ±100 the full control effect; nearly all actives have a fitted effect of over 60% in size
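In this displacement format the biotinylated H3(5-23) peptide acetylated at Lys14 serves as ligand at 50 nM, with BAZ2B at 50 nM in PBS pH 7.4 containing 0.01% Tween-20. Donor and acceptor beads are 10 ug/mL final.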
ERG-DNA inh: ERG Ets/DNA interaction inhibition. fluorescence polarization, His-ERG Ets domain / labelled DNA. Potency, µM (titrated, usually from 76.9 µM), for inactives: top-dose FP activity, negative = inhibition, hits mostly inhibitors. 370,000 tested, 0.028% active. AID 624246; active means well fitted inhibition curve with a large enough effect in the polarisation, with a control signal flat; inconclusive means small, poorly fitted or top-dose-only effect, or effect the other way, or a change in a side signal; inactive means no such curve, though single readings can be large or run the other way; the % refers to the polarisation;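 further: polarization taken with two DNA probes labelled with fluorescein and Texas red; potency means the concentration at half of the fitted maximal effect; % of control where 0% means no effect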
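His-tagged ERG Ets domain (1 uM in the protein solution; 300mM KCl, 50mM Tris-HCl, 1mM EDTA, 1mM DTT, pH 7.5) received compound, then a probe mix of 5 nM fluorescein-DNA and 100nM Texas-615-DNA. Fluorescence polarization was read for both dyes.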
G9a block: blocks human histone lysine methyltransferase G9a; Q96KQ7; G9a H3K9 monomethylation, AlphaScreen, 2 h; Potency, µM (top dose mostly 102 µM), inactives show at the top dose activity, negative = inhibition, hits mostly inhibitors; 350,000 tested, 8.8% active; AID 504332; further: potency means the concentration at half of the fitted maximal effect; on the % scale 0 is the no-effect control and ±100 the full control effect; nearly all actives have a fitted effect of over 75% in size
Target sequence (Q96KQ7 913-1193 limits assumed): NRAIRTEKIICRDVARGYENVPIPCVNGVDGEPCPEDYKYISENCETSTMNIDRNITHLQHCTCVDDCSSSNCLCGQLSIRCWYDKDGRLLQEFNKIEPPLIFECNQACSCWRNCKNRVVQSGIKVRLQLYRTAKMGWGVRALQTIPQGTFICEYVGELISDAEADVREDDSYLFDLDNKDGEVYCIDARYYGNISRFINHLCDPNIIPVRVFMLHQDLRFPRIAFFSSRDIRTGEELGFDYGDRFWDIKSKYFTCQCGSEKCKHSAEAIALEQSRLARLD
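AlphaScreen read-out: biotin-H3K9 peptide (500 nM) methylation by 20 nM enzyme with 20 uM SAM, 2 h at room temperature after 15 min compound preincubation; anti-monomethyl H3K9 antibody plus donor/acceptor beads, 10 min dark.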
HP1b chromo inh: blocks HP1-beta chromodomain binding to methylated histone tails. 390,000 tested, 0.56% active. Potency, µM (titrated, usually from 114 µM), without a hit: at the top dose activity change, negative = inhibition, actives largely listed as inhibitors. AlphaScreen HP1-beta / biotin-H3K9me3 peptide binding; further: potency means the concentration at half of the fitted maximal effect; nearly all actives have a fitted effect of over 70% in size; inactives centre near 23
Target sequence (P83916 whole entry, looked up): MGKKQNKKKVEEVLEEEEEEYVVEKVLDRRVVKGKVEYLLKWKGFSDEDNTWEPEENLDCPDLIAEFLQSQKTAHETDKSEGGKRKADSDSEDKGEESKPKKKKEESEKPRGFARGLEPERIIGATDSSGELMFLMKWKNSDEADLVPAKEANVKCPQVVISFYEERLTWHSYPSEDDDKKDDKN
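HP1-beta protein (50 nM final) preincubated 30 min at room temperature with biotinylated H3(1-18)K9me3 peptide (50 nM) in PBS pH 7.4, 0.01% Tween-20, then compound added for 30 min. AlphaScreen streptavidin donor/nickel chelate acceptor beads (10 ug/mL final), 30 min dark, luminescence read.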
Starred values were filed as active, the others as inactive; i = inactive; ? = inconclusive; . = no result given; [ ] = dose if it differs, or a comment. Unless noted, the call rests on the fitted dose curve; in most records, active means well fitted curve in the direction sought with a large enough effect; inconclusive means small, poorly fitted or top-dose-only effect, or another doubt; inactive means no such curve, though single readings can be large; an effect the other way counts as inactive or inconclusive.

| No. | mol | GLS inhibitor | BAZ2B block | JMJD2A Tudor inh | HP1b chromo inh | Pin1 inhibitor | PI4K2A block | G9a block | ERG-DNA inh | Tb PGK inh |
| --- | --- | --- | --- | --- | --- | --- | --- | --- | --- | --- |
| 1 | CCN(CC)C(=O)CSc1nc2ccc(NC(=O)CSc3nnc(COc4ccccc4C)n3C)cc2s1 | 16% | -3%[57.1 µM] | 2% | 27% | 27% | -6 | 22%[12.7 µM] | 0% | 15% |
| 2 | CC1CCCC(C)N1C(=O)CSc1ncccn1 (stereo not drawn) | 5% | 2% | -14% | -7% | -10% | 5 | 15%[59 µM] | -9% | -9% |
| 3 | Cc1ccnc(N2C3CCC2CC(O)(c2ccccc2)C3)n1 (stereo not drawn) | 2% | 8% | -12% | 21% | 1% | -19 | -12%[0.501 µM] | -3% | 2% |
| 4 | CCN(C[C@H]1N[C@@](CC)(C(=O)OC)[C@H]2C(=O)N(Cc3ccccc3)C(=O)[C@@H]12)C(=O)COc1ccccc1 | -2% | . | -15% | 54%[activator] | -1% | 1 | . | 2% | i |
| 5 | O=C(CSc1nnc(C2CC2)n1C1CC1)c1ccc(Br)s1 | -4% | . | -12% | 23% | 13% | 3 | . | 8% | 9% |
| 6 | Cc1ccc(N2CCN(CC(O)COc3ccc([N+](=O)[O-])cc3)CC2)cc1 (stereo not drawn) | 0% | -26% | -33% | 33% | 2% | -6 | -5% | -5% | -8% |
| 7 | COc1ccc(NC(=O)CC(c2ccc(F)cc2)c2ccc(OC(C)C)cc2)cc1 (stereo not drawn) | 6% | 3% | 16% | 26% | -1% | -5 | ? | 4% | -8% |
| 8 | CCOc1ccc(CN(C)C(=O)CNC(=O)c2sc3ccccc3c2Cl)cc1 | -12% | 9% | 2% | 47%[activator] | -4% | 6 | 8%[12.7 µM] | 6% | i |
| 9 | O=C(c1ccco1)N1CCN(C(=O)c2ccc(-c3ccc([N+](=O)[O-])cc3)o2)CC1 | -3% | . | 40µM* | -33% | . | -25 | . | 20% | -12% |
| 10 | Nc1ccc(-c2ccc(N)cc2C(F)(F)F)c(C(F)(F)F)c1 | -1% | -23% | -19% | 16% | -3% | -1 | 2%[12.7 µM] | -6% | -8% |
| 11 | Cc1oc(-c2ccccc2F)nc1CS(=O)CC(=O)NCCN1CCCCC1C (stereo not drawn) | 0% | -23% | -8% | 27% | -7% | -1 | -26% | 12% | -2% |
| 12 | COC(=O)C1=C(C)N(C)C(=S)NC1c1ccc(OC)cc1OC (stereo not drawn) | -5% | -32% | -36% | 49%[activator] | 2% | 3 | -29% | -20% | . |
| 13 | Cc1cc2c(c(C)nn2-c2ccccc2)c(=O)o1 | -12% | -1% | -34%[11.4 µM] | 17% | -4% | -3 | -4% | -2% | 1% |
| 14 | CCOC(=O)C1=C(COC(=O)c2ccc(C)s2)NC(=O)NC1C (stereo not drawn) | 3% | 6% | -15% | 4% | -1% | 3 | -2% | -5% | 2% |
| 15 | COCCNC(=O)CC(=O)N/N=C/c1ccc(C(=O)OC)cc1 | -12% | -1% | -9% | 39%[activator] | 1% | -3 | -2% | 0% | i |
| 16 | C/C(Cl)=C\Cn1c(Nc2ccccc2)nc2c1c(=O)n(C)c(=O)n2C | 5% | -30% | -10% | 29% | 0% | -8 | -6% | -3% | 8% |
| 17 | Cc1cccc(Cl)c1NNC(=O)Nc1c([N+](=O)[O-])c(C)nn1C | 16% | -13% | -19% | 0% | -1% | 1 | 16µM* | -3% | 3% |
| 18 | CCOc1ccc(NC(=O)CSc2nc(-c3cccs3)cc(C(F)(F)F)n2)c([N+](=O)[O-])c1 | 2% | ? | -15% | 16% | 17% | 3 | -2% | 4% | -5% |
| 19 | CC1(c2nnc(-c3cccc(Cl)c3)o2)CC(c2ccc(OC(F)(F)F)cc2)=NO1 (stereo not drawn) | -6% | -5% | 20% | 57%[activator] | 0% | 3 | . | 12% | -3% |
| 20 | O=C(N/N=C/c1cccnc1)c1ccc(F)cc1 | -2% | 4% | -2% | 17% | -10% | 4 | 13% | 6% | -3% |
| 21 | Cc1cc(Cl)ccc1N(CC(=O)NCCSCc1ccco1)S(C)(=O)=O | 2% | -17% | -21% | 3% | -6% | 3 | -33% | 10% | -8% |
| 22 | CC(Oc1ccc(Cl)cc1)c1ccnn1S(=O)(=O)c1ccc(Cl)cc1 (stereo not drawn) | -6% | 58%[activator] | 61%[activator] | 143%[activator] | -2% | 4 | 34%[59 µM] | -4% | 5% |
| 23 | Cc1ncsc1C(=O)N1CCCC(CNS(=O)(=O)c2cccs2)C1 (stereo not drawn) | 2% | -16% | 2% | 41%[activator] | -1% | 1 | 0% | -3% | 0% |
| 24 | CCOC(=O)CCNC(=O)CCNC(=O)C(c1ccccc1)c1ccccc1 | 4% | -2% | -1% | 9% | -4% | 3 | -1% | 5% | -8% |
| 25 | COc1cccc(C(=O)O[C@H]2[C@H](Cc3ccccc3)NS(=O)(=O)[C@H]3C[C@@H]4C=C[C@]23O4)c1 | 1% | . | -21% | 23% | 8% | -2 | . | 6% | 2% |
| 26 | COc1ccc(NC(=O)COC(=O)CNS(=O)(=O)c2ccc(C)cc2)c(OC)c1 | -1% | -5% | -13% | 17% | -4% | -4 | 10%[59 µM] | -1% | -5% |
| 27 | COc1ccc(N2CCN(C(=O)CCC(=O)c3cc(C)sc3C)CC2)cc1 | 21% | ? | ? | -10% | 1% | 1 | 50µM* | -4% | -4% |
| 28 | CCOCCCNC(=O)c1ccc2c(=O)n(CCc3ccccc3)c(=O)[nH]c2c1 | -7% | 1% | 3% | 30% | -7% | 0 | 0%[59 µM] | -4% | -2% |
| 29 | COC(=O)c1c(NC(=O)Cc2cccs2)sc2c1CCCC2 | 15% | 79µM* | ? | -3% | ? | 0 | 15%[59 µM] | -5% | -6% |
| 30 | CCN1C(=O)C2(C(C#N)=C(N)Oc3n[nH]c(-c4ccccc4)c32)c2ccccc21 (stereo not drawn) | 17% | -5% | -16% | 6% | 7% | 1 | -4% | 0% | 5% |
| 31 | COc1cccc(CN2CCCN(S(=O)(=O)c3ccc(Br)cc3)CC2)c1 | 10% | 1% | -19% | 58%[activator] | 2% | 4 | ? | 7% | -2% |
| 32 | COc1cccc(N2CCN(C3=NS(=O)(=O)C(c4ccc(C)cc4)=C3C)CC2)c1 | -15% | -1% | -14% | 0% | -2% | 2 | -24%[59 µM] | 6% | -7% |
| 33 | COc1ccc(-c2nc(CSc3nncn4c3cc3occc34)c(C)o2)cc1 | -1% | ? | -32% | 39% | 44%[activator] | -18 | -22%[59 µM] | 4% | -9% |
| 34 | COC(=O)/C=C1\SC(=Nc2ccccc2)NC1=O | -4% | -2% | -11% | 29% | 5% | 10 | 2%[59 µM] | 1% | i |
| 35 | CC12CCC(=O)N1C(C(=O)NNC(=O)c1cccc(Cl)c1)CS2 (stereo not drawn) | 1% | 7% | -7% | 23% | 6% | 3 | 10% | -1% | 10% |
| 36 | Cc1ccc(N2CC(NC(=O)C3CC3)CC2=O)cc1C (stereo not drawn) | -3% | 0% | -12% | -2% | -5% | -1 | -5%[59 µM] | 3% | 4% |
| 37 | CCOC(=O)c1cncc(NC(=O)c2ccccc2)c1 | -13% | 9% | 9% | 29% | 3% | -1 | 0%[2.33 µM] | 2% | -3% |
| 38 | CC(C)OP(=O)(c1ccc(N(C)C)cc1)C(O)c1cccnc1 (stereo not drawn) | 17% | -17% | -17% | 12% | -6% | 5 | 9% | 1% | i |
| 39 | Cc1ccc(NC(=O)N2CCc3c([nH]c4ccccc34)C2c2ccccc2F)c(Cl)c1 (stereo not drawn) | 0% | -37% | -32% | 14% | 24% | 0 | ? | -1% | -11% |
| 40 | O=C(COC(=O)c1ncc(Cl)c(Cl)c1Cl)NCc1cccs1 | 13% | 10% | -10% | 18% | -2% | 4 | -2%[12.7 µM] | -2% | -9% |
| 41 | CCCc1ccc2oc(C(=O)N3CCC[C@H]3CO)c(C)c2c1 | 7% | 2% | -20% | 27% | 1% | -1 | 43% | -2% | 0% |
| 42 | O=C(CN1CCN(S(=O)(=O)c2ccc(Cl)s2)CC1)N1CCCCC1 | -1% | 9% | -5% | 43%[activator] | -10% | -3 | 18%[2.33 µM] | 12% | 2% |
| 43 | CC(C)(C)c1nnc2sc(SCC(=O)c3ccc(Cl)cc3)nn2c1=O | 16% | -1% | -16% | -2% | 45%[activator] | 16 | -47%[59 µM] | 11% | -8% |
| 44 | Cc1ccc2cccc(OCCCOc3ccccc3CO)c2n1 | -6% | -31% | -32% | -11% | 0% | 2 | 7% | 1% | -1% |
| 45 | Cc1cnc(C(=O)OCC(=O)NC(=O)c2ccccc2)cn1 | 46%[activator] | ? | -14% | 10% | -2% | 3 | 45µM* | -2% | -2% |
| 46 | O=S(=O)(Cc1cc(-c2ccc(Cl)cc2)no1)c1ccccc1 | 1% | -6% | -10% | 40%[activator] | 0% | 2 | -30% | 1% | -9% |
| 47 | O=C(c1ccc(F)cc1)C1CCN(C(=O)Nc2ccc(F)cc2F)CC1 | 1% | -17% | -12% | -16% | 1% | 5 | 17% | -15% | -1% |
| 48 | O=C(CC1C(=O)NCCN1C(=S)Nc1ccccc1)Nc1ccc2c(c1)OCCO2 (stereo not drawn) | 5% | ? | -25% | 33%[activator] | -1% | -2 | -5%[12.7 µM] | -2% | -2% |
| 49 | COc1ccc(CNC(=S)Nc2cc(C)ccc2C)cc1 | -11% | -9% | -17% | -22% | 0% | 5 | ? | 5% | -1% |
